High-throughput results (PubChem)
Pemphigus Ab inh: inhibitors of pemphigus antibody binding to DSG3, primary screen, biochemical, bead-based, flow cytometry, scFv-GFP; Desmoglein-3 (Homo sapiens), P32926; 310,000 compounds, 0.48% hits; binding (percent of control), % at 10 µM; DSG3-coupled beads, scFv-anti-DSG3-GFP binding; stronger effect = lower value;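 active means binding more than 3 SD below its plate's average and above zero; inconclusive means below that plate limit but binding exactly zero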; further: some compounds called inactive have numbers as strong as hits
MOR-DOR inv ag: inverse agonists of MOR-DOR heterodimerization, primary screen, cell-based, luminescence; inhibition, % at 9.3 µM; AID 504357, 2011; 340,000 compounds, 0.21% hits; Mu-type opioid receptor (Homo sapiens) + Delta-type opioid receptor (Homo sapiens), …; cell-based MOR-DOR heterodimer luminescence, inverse agonism; in the data active means inhibition above about 22%, passing the limit was not always enough;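 further: 0% = cells with DMSO and 100% = wells without cells with DMSO; values of inactives mirror those of a sister screen read the other way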
Cardiac RTF inh: cardiac RTF calcium sensitivity inhibitors, primary screen, biochemical, IANBD-TnC fluorescence, EC70 calcium. IANBD-labeled cardiac RTF, Ca2+ fluorescence. AID 493244, 2011. inhibition, % at 7.15 µM. 340,000 compounds, 0.12% hits;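 active means inhibition above the mean inhibition of all tested compounds plus 3 SD, cut at about 17% in these data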;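 further: assay run at fixed EC70 calcium of 1.6 mM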
Wnt act: Wnt/beta-catenin pathway activators, primary screen, cell-based, plate reader, single point. Wnt/beta-catenin reporter cell assay, activator. activation, % at 9.35 µM. 300,000 compounds, 1.2% hits. AID 743398, 2014; in the data active means activation above about 30%, passing the limit was not always enough; inconclusive means no clear call, values can overlap the other calls;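 further: 0% = neutral control wells and 100% = positive control wells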
OPRM1-OPRD1 ag: agonists of OPRM1-OPRD1 heterodimerization, primary screen, cell-based, luminescence; Mu-type opioid receptor (Homo sapiens) + Delta-type opioid receptor (Homo sapiens), …; 340,000 compounds, 0.3% hits; cells; activation, % at 9.3 µM; in the data active means activation above about 18%;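 further: 0% = vehicle-treated cells and 100% = reference agonist; values of inactives mirror those of a sister screen read the other way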
V-ATPase pHluor: regulators of yeast V-ATPase proton pumping, primary screen, pHLuorin cytosolic pH fluorescence; S. cerevisiae; response, % at 10 µM; 350,000 compounds, 0.37% hits; AID 504577, 2011; in the data active means response mostly above about 7.3%, no sharp cut-off; inactive means mostly below about 5.4%; further: actives read high; inactives centre near 0; some compounds called inactive have numbers as strong as hits; reference of the scale not given here
LANA DNA inh: inhibitors of KSHV C-LANA binding to DNA, primary screen, biochemical, fluorescence polarization, FAM-LBS DNA, MBP-C-LANA, single point | Kaposi's sarcoma herpesvirus LANA C-terminal domain (residues 932-1162) DNA binding | 340,000 compounds, 0.078% hits | AID 504423, 2011 | inhibition, % at 9 µM;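 active means highest replicate inhibition at or above 60% at 9 µM, even if other replicates fall short; inactive means all replicates below 60% inhibition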;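 further: 0% = neutral control wells and 100% = 4 µM acridine orange control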
cardiac RTF act: cardiac RTF calcium sensitivity activators, primary screen, biochemical, IANBD-TnC fluorescence, EC20 calcium; 340,000 compounds, 0.24% hits; activation, % at 7.2 µM; IANBD-labeled TnC RTF fluorescence at EC20 calcium; 0% EC20 calcium, 100% full calcium; Troponin I, cardiac muscle (Homo sapiens) + Troponin T, cardiac muscle (Homo sapiens) + …;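 active means activation above the mean over all tested compounds plus 3 SD, cut at about 30% in these data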;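 further: rise in fluorescence read as greater calcium sensitivity of cardiac thin filaments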
Keap1-Nrf2 PPI: Keap1-Nrf2 protein-protein interaction inhibitors, primary screen, biochemical, fluorescence polarization, single point. Kelch-like ECH-associated protein 1 (Homo sapiens), Q14145. Keap1 Kelch-Nrf2 peptide fluorescence polarization, 1536-well. inhibition, % at 9.4 µM. 340,000 compounds, 0.15% hits. AID 504523, 2011; in the data active means inhibition above about 12%; inconclusive means no clear call, values can overlap the other calls; inactive means below about 7.3%;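 further: human Keap1 Kelch domain with fluorescein labeled Nrf2 9mer peptide probe; 0% = neutral control wells and 100% = peptide positive control; higher means more block of Keap1 binding to Nrf2 peptide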
Target sequence (Q14145 whole entry, looked up, the tested form may be a part): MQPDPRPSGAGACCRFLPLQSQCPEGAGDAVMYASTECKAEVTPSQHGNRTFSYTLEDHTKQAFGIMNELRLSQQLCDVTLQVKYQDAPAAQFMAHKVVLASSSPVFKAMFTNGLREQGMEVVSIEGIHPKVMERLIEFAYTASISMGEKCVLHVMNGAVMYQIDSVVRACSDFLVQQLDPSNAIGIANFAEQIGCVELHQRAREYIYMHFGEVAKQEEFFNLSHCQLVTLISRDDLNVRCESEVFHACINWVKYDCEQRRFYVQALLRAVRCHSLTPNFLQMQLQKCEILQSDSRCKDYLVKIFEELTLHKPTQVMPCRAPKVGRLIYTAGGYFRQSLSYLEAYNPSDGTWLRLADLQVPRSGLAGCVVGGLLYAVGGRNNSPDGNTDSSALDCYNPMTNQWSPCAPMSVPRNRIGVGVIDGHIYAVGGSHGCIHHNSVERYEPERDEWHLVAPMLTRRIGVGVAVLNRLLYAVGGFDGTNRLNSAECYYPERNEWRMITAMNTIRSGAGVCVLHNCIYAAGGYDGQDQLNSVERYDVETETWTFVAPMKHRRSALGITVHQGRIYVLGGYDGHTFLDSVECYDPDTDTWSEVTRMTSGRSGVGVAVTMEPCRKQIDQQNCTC
Arrestin-AP2 inh: inhibitors of beta-arrestin/AP2 binding, primary screen, biochemical, GPCR trafficking, flow cytometry; FITC-arrestin peptide / GST-AP2 beads; AP2 beta2 appendage carries R879A mutation; inhibition, % at 10 µM; beta-arrestin 1 C-terminal peptide binding to AP2 beta2-adaptin appendage (human); 340,000 compounds, 0.31% hits; AID 504490, 2011;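 active means inhibition above a set limit, near 3 SD of compounds lacking own fluorescence, cut at about 54% in these data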;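 further: plate controls were DMSO wells for no effect and 5 µM unlabelled arrestin peptide for full effect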
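Assay system: GST-AP2 R879A bound to glutathione beads, E. coli-expressed; Medium: PBS with 0.05% Tween 20 and 0.1% BSA; Also added: fluorescein-tagged arrestin peptide at 50 nM final; Timing: 12 min plus 1 h, RT; Measured by: flow cytometry, FL1 (488/535 nm); Evaluation: percent drop in bead-associated FITC signal.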
* marks the source's active call; other numbers are inactive results; ? = inconclusive; nt = no result given. Random draw from the library; overall some 3.1% were active at least once.

SMILES	Pemphigus Ab inh	MOR-DOR inv ag	Cardiac RTF inh	Wnt act	OPRM1-OPRD1 ag	V-ATPase pHluor	LANA DNA inh	cardiac RTF act	Keap1-Nrf2 PPI	Arrestin-AP2 inh
CC(C)c1nc(SCC(=O)N2CCN(c3ccccc3)CC2)c2c(=O)n(C)c(=O)n(C)c2n1	102	9	-5	0	-1.5	-2	2.2	-2	2	2
Nc1ccc(Oc2ccccc2-c2ccccc2)cc1	94	-14	-14	-1	2.8	-2	-1.1	1	2	-1
O=C(Nc1ncc(Cc2cccc(Cl)c2Cl)s1)C1CCCO1 (centres undefined)	93	-8	-13	44*	1.4	2	-0.6	0	-7	7
CCCSc1nnc(NC(=O)Cc2ccc(OC)c(OC)c2)s1	115	8	-6	-1	-1.7	-1	0.9	8	-1	16
CCOC(=O)C1CCN(C(c2cccc(OC)c2)c2sc3nc(C)nn3c2O)CC1 (centres undefined)	101	3	-3	-2	-0.6	-1	0.1	2	0	32
COc1ccccc1C(C)NCC(=O)Nc1c(F)cccc1F (centres undefined)	97	3	8	0	-0.5	0	-0.2	2	-3	2
Cc1ccsc1/C=N/n1c(COc2ccccc2)n[nH]c1=S	103	-5	7	4	0.9	-2	-1.3	-1	0	-21
COc1ccc(N(C(=O)c2ccn[nH]2)C(C(=O)NC2CCCC2)c2ccc(F)cc2)cc1 (centres undefined)	94	10	-3	-1	-1.4	-3	-0.3	1	-4	4
c1cc2c(cc1C1CCCN1)OCCCO2 (centres undefined)	101	2	-4	nt	-0.4	0	-2.9	7	-5	-8
COC(=O)CSc1nnc(NC(=O)CCc2ccccc2)s1	99	14	0	-3	-2.6	-1	0.0	-6	-6	14
Cc1cc(C)cc(N(CC(=O)Nc2ccc(C(F)(F)F)cc2)S(=O)(=O)c2c(C)[nH]c(=O)[nH]c2=O)c1	103	9	11	-1	-1.7	-2	-1.4	-4	3	21
CCCc1cc(N2CCCC(C(=O)Nc3ccc(OC)cc3OC)C2)n2ncnc2n1 (centres undefined)	98	13	-4	nt	-2.5	-3	0.5	-2	-2	13
CC(=O)NCCc1nc2ccccc2n1Cc1ccc(Cl)cc1	100	9	-6	-1	-1.8	1	0.5	-2	-6	21
O=C(CSc1nc2ccccc2s1)Nc1ccc2c(c1)OCO2	106	-33	-11	0	4.6	-4	0.3	-8	-3	2
N#CCC(=O)Nc1ccc(C(=O)OCC(=O)c2c[nH]c3ccccc23)cc1	nt	0	-11	10	0.0	8	-0.2	10	-10	2
CC[C@@H]1[C@H]2CCCC(=O)N3CC[C@@H](C[C@@H]1OC(=O)Nc1ccccc1)[C@@H]23	100	3	-5	-2	-0.5	1	-1.0	0	-2	-3
CCOC(=O)c1c(C)nc2ccc(Cl)cc2c1-c1ccccc1	101	-23	-20	-1	4.2	3	5.8	1	3	-8
O=C(C[C@H]1C[C@H](C(=O)N2CCCCC2)[C@@]2(CCc3ccccc3)c3[nH]c4ccc(Cl)cc4c3CCN2C1=O)NCc1ccco1	100	4	-5	-2	-0.8	0	0.9	-3	-1	-6
O=C(O)CCc1ccc(-c2ccccc2)n1-c1cccc(C(=O)O)c1	101	22	0	?	-4.8	-3	-1.3	2	-3	-3
CN1C(=O)/C(=C/c2ccc(OCc3ccc(C(=O)O)cc3)c(Cl)c2)NC1=S	91	18	-5	-1	-3.9	1	1.9	-1	-2	1
O=C(NCCCN1CCOCC1)c1cccc(S(=O)(=O)Nc2ccccc2Cl)c1	110	-5	-3	-1	1.3	4	0.0	-3	-2	-7
O=C(N/N=C/c1ccc(OCC(=O)N2CCCCC2)cc1)c1ccccc1O	98	13	-2	3	-2.9	-4	0.5	-4	1	40
Cc1ccc(CNC(=O)CSc2ccc(-c3ccco3)nn2)cc1	122	12	0	0	-2.2	-1	-2.3	-1	-3	-4
O=C(CSC1=NS(=O)(=O)c2cc(F)ccc2N1)Nc1ccc(F)cc1	112	5	-2	-1	-0.9	1	-1.5	4	0	15
O=C(CNC(=O)N1CC(=O)Nc2ccccc21)Nc1ccccc1F	101	20	7	0	-4.0	5	1.4	0	-5	6

Sorted by count of non-hydrogen atoms (high to low): some entries from above.
SMILES	Pemphigus Ab inh	MOR-DOR inv ag	Cardiac RTF inh	Wnt act	OPRM1-OPRD1 ag	V-ATPase pHluor	LANA DNA inh	cardiac RTF act	Keap1-Nrf2 PPI	Arrestin-AP2 inh
Cc1cc(C)cc(N(CC(=O)Nc2ccc(C(F)(F)F)cc2)S(=O)(=O)c2c(C)[nH]c(=O)[nH]c2=O)c1	103	9	11	-1	-1.7	-2	-1.4	-4	3	21
CC(C)c1nc(SCC(=O)N2CCN(c3ccccc3)CC2)c2c(=O)n(C)c(=O)n(C)c2n1	102	9	-5	0	-1.5	-2	2.2	-2	2	2
CC[C@@H]1[C@H]2CCCC(=O)N3CC[C@@H](C[C@@H]1OC(=O)Nc1ccccc1)[C@@H]23	100	3	-5	-2	-0.5	1	-1.0	0	-2	-3
O=C(CNC(=O)N1CC(=O)Nc2ccccc21)Nc1ccccc1F	101	20	7	0	-4.0	5	1.4	0	-5	6
Cc1ccc(CNC(=O)CSc2ccc(-c3ccco3)nn2)cc1	122	12	0	0	-2.2	-1	-2.3	-1	-3	-4
CCCSc1nnc(NC(=O)Cc2ccc(OC)c(OC)c2)s1	115	8	-6	-1	-1.7	-1	0.9	8	-1	16
Nc1ccc(Oc2ccccc2-c2ccccc2)cc1	94	-14	-14	-1	2.8	-2	-1.1	1	2	-1
c1cc2c(cc1C1CCCN1)OCCCO2 (centres undefined)	101	2	-4	nt	-0.4	0	-2.9	7	-5	-8

Carrying on.
SMILES	Pemphigus Ab inh	MOR-DOR inv ag	Cardiac RTF inh	Wnt act	OPRM1-OPRD1 ag	V-ATPase pHluor	LANA DNA inh	cardiac RTF act	Keap1-Nrf2 PPI	Arrestin-AP2 inh
Cc1oc2c(CN3CCCCC3C)c(O)ccc2c(=O)c1-c1ccccc1 (centres undefined)	101	2	-5	-1	-0.4	-2	0.0	-6	-2	1
COc1ccc(CCNC(=O)c2ccc(NS(=O)(=O)c3ccc4[nH]c(=O)[nH]c4c3)cc2)cc1	101	1	-6	-2	-0.2	0	1.2	0	3	-11
Cc1ccc(C(C)NC(=O)c2c(C)noc2C)cc1C (centres undefined)	101	6	-2	nt	-1.1	1	0.9	-3	2	-4
COc1ccc(NC(=O)CN(C)C(=O)c2cc(-c3cccs3)nn2-c2ccccc2)cc1	115	8	-30	3	-1.6	-2	1.0	-7	-1	0
Cc1cccn2c(=O)c3cc(S(=O)(=O)c4ccc(Br)cc4)c(=N)n(C4CCCC4)c3nc12	106	10	2	-1	-2.0	14	0.8	-5	3	20
CC(C)c1ccc(OCc2nnc(SCC(=O)N3CCCCC3)o2)cc1	103	8	1	5	-1.3	-1	-0.8	-6	4	-8
CCCCCOC(=O)C1=C(C)Nc2ncnn2C1c1cccs1 (centres undefined)	117	-56	-7	-2	10	-2	-0.1	3	-1	12
O=C(COc1ccc(Cl)cc1Br)NC(=O)NCc1ccccc1	92	-26	-5	1	5.2	0	-0.2	7	1	0
COc1ccccc1NC(=O)N1CCC(c2nc3cc(C)c(C)cc3[nH]2)CC1	110	8	-7	-14	-1.5	1	-0.8	11	-4	-10
COc1ccc2nc(-c3ccccc3)nc(SC)c2c1	104	12	0	12	-2.5	-2	-0.9	-9	-1	36
Nc1c(Br)cc2c(c1Br)C(O)c1ccccc1-2 (centres undefined)	88	-2	-1	10	0.3	7	-0.7	4	-2	7
COc1ccc(S(=O)(=O)N2CCOCC2)cc1NS(=O)(=O)/C=C/c1ccccc1	100	11	-5	0	-2.1	1	1.5	2	-1	9
CCC(C)NC(=O)CSc1nnc(-c2ccc(OC)c(OC)c2)c(-c2ccc(OC)c(OC)c2)n1 (centres undefined)	92	14	-5	1	-2.4	4	-3.1	1	2	-25
O=C(c1ccco1)N1CCN(Cc2cn[nH]c2-c2cccc3ccccc23)CC1	100	5	-15	2	-1.0	0	-1.5	2	0	5
COc1ccccc1NC(=O)COc1ccc(/C=N/NC(=O)CSCc2ccc(Cl)cc2)cc1	108	8	-1	nt	-1.6	-2	-0.8	-5	-1	-4
O=C(O)c1cc(N=Nc2c(O)ccc3ccccc23)cc(C(=O)O)c1	101	15	3	-2	-2.1	0	-0.3	0	-4	2
Cc1ccc(S(C)(=O)=NC(=O)NC(=O)c2c(Cl)cccc2Cl)cc1 (centres undefined)	105	11	-1	2	-2.2	-2	-0.8	-2	1	-10
O=C(CN1C(=O)NC(Cc2c[nH]c3ccccc23)C1=O)Nc1cccc(S(=O)(=O)N2CCCCCC2)c1 (centres undefined)	102	-2	-5	nt	0.3	7	0.5	4	-3	20
CCn1c(O)c(/C=C2\C=NN=C2c2ccc(C)cc2)sc1=S	102	9	-12	nt	-1.7	3	2.9	-5	0	35
CCN(CC)CCNC(=O)c1cn(CC)c2cc(N3CCN(C(=O)c4ccco4)CC3)c(F)cc2c1=O	nt	4	-3	0	-0.8	-4	-3.6	1	-8	4
O=C(NC1CC2CCCC(C1)N2C(=O)Nc1ccccc1)c1ccccc1 (centres undefined)	95	-11	3	-4	2.0	5	1.2	9	-5	-18
COc1ccc(CNC(=O)CCCn2nc(C)n3ccnc3c2=O)cc1	101	12	-3	-3	-2.1	-2	1.0	3	-2	-3
c1ccc(Nc2ncnc3[nH]ncc23)cc1	104	nt	nt	2	nt	3	nt	nt	nt	2
Cc1cc(C(F)F)n2nc(C(=O)Nc3ccc(S(=O)(=O)NC45CC6CC(CC(C6)C4)C5)cc3)nc2n1	97	18	-7	4	-3.4	-1	0.2	-2	-3	25
O=S(=O)(c1ccc(SCc2ccc(Br)cc2)nc1)N1CCCCC1	96	-4	2	-3	0.7	13	0.2	-1	0	40
